Y pestis TopoI – Yersinia pestis topoisomerase I inhibitors, primary screen, biochemical, cleavage product accumulation, plate reader, single point | DNA topoisomerase I (Yersinia pestis CO92) | AID 504884, 2011 | Y. pestis Topo-I cleavage product accumulation | activity, % at 10 µM | 0.064% of 360,000 active; in the data active means activity above about 50%, passing the limit was not always enough; further: inactives centre near 2
Vc quorum ag – inducers of Vibrio cholerae quorum light production without autoinducers, primary screen, BH1578 luxS cqsA deficient, single point | 0.16% of 350,000 active | activation, % at 18.7 µM | V. cholerae BH1578 lux reporter, luminescence, 6 h; in the data active means activation mostly above about 9.7%, no sharp cut-off; further: not every result past the cut was called active; inactives centre near 0; reference of the scale not given here
PrPC TRFRET – inhibitors of human cell surface prion protein PrPC, primary screen, cell-based, TR-FRET. inhibition, % at 13.8 µM. TR-FRET read-out. 0.43% of 370,000 active. Major prion protein (Homo sapiens), P04156; in the data active means inhibition above about 24%; further: 0% = median of the test wells and 100% = reference compound wells
TcdB GH inh – TcdB glycohydrolase inhibitors, primary screen, biochemical, single point, plate reader; Toxin B (Clostridioides difficile), P18177; inhibition, % at 9.99 µM; TcdB glycohydrolase enzymatic assay; 0.24% of 350,000 active; in the data active means inhibition above about 10%
Target sequence (P18177 whole entry, looked up): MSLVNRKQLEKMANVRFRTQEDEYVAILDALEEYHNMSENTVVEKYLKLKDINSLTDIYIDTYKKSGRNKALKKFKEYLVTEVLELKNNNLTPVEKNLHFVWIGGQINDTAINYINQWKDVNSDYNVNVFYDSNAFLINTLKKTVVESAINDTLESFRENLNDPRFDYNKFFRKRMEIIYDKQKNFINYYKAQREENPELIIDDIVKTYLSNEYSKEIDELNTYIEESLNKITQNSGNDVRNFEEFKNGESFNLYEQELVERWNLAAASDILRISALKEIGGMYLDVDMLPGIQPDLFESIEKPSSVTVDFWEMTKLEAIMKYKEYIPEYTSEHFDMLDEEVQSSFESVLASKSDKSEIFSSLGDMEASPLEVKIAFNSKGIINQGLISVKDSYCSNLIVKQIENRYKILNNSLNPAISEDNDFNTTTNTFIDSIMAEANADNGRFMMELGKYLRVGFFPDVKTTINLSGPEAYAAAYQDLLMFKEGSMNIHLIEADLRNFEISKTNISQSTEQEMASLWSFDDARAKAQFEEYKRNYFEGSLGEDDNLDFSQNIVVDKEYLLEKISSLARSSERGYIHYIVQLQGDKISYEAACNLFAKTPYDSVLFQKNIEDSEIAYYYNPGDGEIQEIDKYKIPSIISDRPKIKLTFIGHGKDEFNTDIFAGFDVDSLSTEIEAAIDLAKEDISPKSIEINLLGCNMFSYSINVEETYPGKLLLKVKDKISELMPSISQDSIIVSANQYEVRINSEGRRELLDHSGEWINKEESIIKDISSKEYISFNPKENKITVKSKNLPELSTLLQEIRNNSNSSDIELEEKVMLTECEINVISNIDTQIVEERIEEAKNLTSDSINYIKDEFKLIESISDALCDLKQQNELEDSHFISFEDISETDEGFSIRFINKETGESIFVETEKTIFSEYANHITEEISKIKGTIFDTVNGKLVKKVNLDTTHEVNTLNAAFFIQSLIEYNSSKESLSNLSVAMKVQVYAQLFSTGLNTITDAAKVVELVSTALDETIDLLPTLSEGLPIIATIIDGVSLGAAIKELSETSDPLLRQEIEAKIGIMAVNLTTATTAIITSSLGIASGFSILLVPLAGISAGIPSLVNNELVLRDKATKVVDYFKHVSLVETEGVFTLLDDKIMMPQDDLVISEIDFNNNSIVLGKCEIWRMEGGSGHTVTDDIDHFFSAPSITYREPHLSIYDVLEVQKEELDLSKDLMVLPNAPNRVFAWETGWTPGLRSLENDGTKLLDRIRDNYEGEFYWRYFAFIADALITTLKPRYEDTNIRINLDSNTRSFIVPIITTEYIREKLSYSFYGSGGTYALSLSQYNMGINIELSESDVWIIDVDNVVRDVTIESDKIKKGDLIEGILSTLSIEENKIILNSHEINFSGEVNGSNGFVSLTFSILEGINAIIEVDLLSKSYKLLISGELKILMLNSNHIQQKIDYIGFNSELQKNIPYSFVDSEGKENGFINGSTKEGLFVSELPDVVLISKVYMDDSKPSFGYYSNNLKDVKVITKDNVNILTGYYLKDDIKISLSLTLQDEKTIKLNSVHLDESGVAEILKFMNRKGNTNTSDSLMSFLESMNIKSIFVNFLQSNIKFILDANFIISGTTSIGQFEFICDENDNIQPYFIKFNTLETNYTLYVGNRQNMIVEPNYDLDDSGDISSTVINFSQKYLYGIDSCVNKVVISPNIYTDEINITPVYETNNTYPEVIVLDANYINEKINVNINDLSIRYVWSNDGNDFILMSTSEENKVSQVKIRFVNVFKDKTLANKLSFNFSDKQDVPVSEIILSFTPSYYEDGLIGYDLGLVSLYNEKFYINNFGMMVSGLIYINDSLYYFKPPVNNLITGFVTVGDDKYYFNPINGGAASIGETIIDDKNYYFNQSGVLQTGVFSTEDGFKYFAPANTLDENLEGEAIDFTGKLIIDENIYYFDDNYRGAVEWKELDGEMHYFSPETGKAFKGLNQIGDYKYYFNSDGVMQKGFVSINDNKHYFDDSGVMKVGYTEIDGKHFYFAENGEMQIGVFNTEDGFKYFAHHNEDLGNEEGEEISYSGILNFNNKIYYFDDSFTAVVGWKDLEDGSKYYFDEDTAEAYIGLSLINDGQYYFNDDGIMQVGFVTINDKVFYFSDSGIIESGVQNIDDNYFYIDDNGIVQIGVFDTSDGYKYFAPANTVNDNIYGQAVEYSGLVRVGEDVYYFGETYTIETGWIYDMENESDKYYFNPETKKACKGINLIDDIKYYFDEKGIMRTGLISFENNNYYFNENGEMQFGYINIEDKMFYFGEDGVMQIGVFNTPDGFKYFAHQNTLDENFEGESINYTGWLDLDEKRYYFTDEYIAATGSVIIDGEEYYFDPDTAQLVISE
Rv3671c inh – Rv3671c serine protease inhibitors, primary screen, biochemical, fluorescence polarization, M. tuberculosis H37Rv; P9WHR9; inhibition, % at 5.96 µM; 0.048% of 320,000 active; in the data active means inhibition above about 38%;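 further: extracellular domain of Rv3671c used as enzyme; 0% = enzyme with DMSO and 100% = no enzyme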
VHR inh abs – VHR1 phosphatase inhibitors, primary screen, biochemical, absorbance, uHTS; Dual specificity protein phosphatase 3 (Homo sapiens), P51452; recombinant VHR phosphatase, pNPP absorbance; inhibition, % at 13.3 µM; AID 1654, 2009; 0.52% of 290,000 active; in the data active means inhibition above about 50%; further: some compounds called inactive have numbers as strong as hits
CCHF vOTU inh – CCHFV vOTU protease inhibitors, primary screen, biochemical, Pep-AMC substrate, fluorescence | 0.55% of 370,000 active | Crimean-Congo hemorrhagic fever virus L polyprotein viral ovarian tumor (vOTU) protease … | inhibition, % at 11.5 µM; in the data active means inhibition above about 30%; further: 0% = vehicle wells with enzyme and 100% = no enzyme wells
MazEF act – activators of E. coli MazEF toxin-antitoxin RNase, primary screen, biochemical, fluorescence, uHTS. Endoribonuclease toxin MazF (Escherichia coli (strain K12)), P0AE70. activation, % at 20 µM. 0.32% of 350,000 active. AID 504720, 2011. FAM/BHQ RNA-DNA oligo cleavage fluorescence, 5 h; in the data active means activation above about 50%
3CLpro inhibitor – SARS-CoV 3CLpro protease inhibitors, primary screen, biochemical, quenched FRET | Replicase polyprotein 1ab (Severe acute respiratory syndrome coronavirus), P0C6X7 | recombinant SARS-CoV 3CLpro, quenched FRET peptide cleavage | inhibition, % at 6 µM | 0.14% of 290,000 active; in the data active means inhibition above about 12%
PriA SSB inh – inhibitors of Klebsiella pneumoniae PriA binding to SSB C-terminal tail, primary screen, biochemical, AlphaScreen; AlphaScreen SSBct-PriA binding, biotinylated peptide; inhibition, % at 33 µM; 0.6% of 430,000 active; AID 1272365, 2023; in the data active means inhibition mostly above about 37%, no sharp cut-off; inactive means mostly below about 20%;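 further: plate controls were negative control peptide for no effect and reference peptide for full effect; strong numbers were not always called active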
An asterisk follows results filed as active; i = inactive; . = no result given; & = joins results of further samples. Only part of the results is shown; the hit share may differ from the screen's.

smiles,Y pestis TopoI,Vc quorum ag,PrPC TRFRET,TcdB GH inh,Rv3671c inh,VHR inh abs,CCHF vOTU inh,MazEF act,3CLpro inhibitor,PriA SSB inh
CC1CCCN(c2c([N+](=O)[O-])cc(C(=O)O)cc2[N+](=O)[O-])C1 (stereo not given),2,i,-8,-1.1,7,31,9,5,2,-5
CN(C)c1ccc([P+](=O)c2ccc(N(C)C)cc2)cc1,9,-0.6,4,-1.4,-2,20,-13,-15,2,-4
CSc1ccc(CNCC2CCCO2)cc1 (stereo not given),-1,i,-2,-1.3,10,4,-17,-11,4,-7
C=C(C)c1cccc(C(C)(C)NC(=O)NCCCn2ccnc2)c1,7,i,8,1.0,1,26,-4,1,-1,-9
O=C(CSc1nnc(-c2cccc(Br)c2)o1)N1CCOCC1,1,.,5,2.3,-3,4,11,6,-5,4
COCCN1C(=O)N[C@@H](CCc2ccccc2)[C@@H](C(=O)OC)[C@H]1C,-7,-0.9,1,0.4,-6,.,-3,4,.,-3
O=C(Nc1ccc(C(=O)NC2CCCCC2)cc1)c1cncc(Br)c1,0,-0.2,3,0.5,0,7,-9,-28,-2,1
CC(C)Oc1ccc(C(=O)OCC(=O)N2CCCc3ccccc32)cc1,9,-1.2,5,2.0,-5,.,0,-10,.,-17
c1ccc(-c2cc3ccccc3nc2N2CCCC2)cc1,26,i,-2,.,-2,11,2,1,-2,-148
COC(=O)c1cnn(-c2ccccc2)c1-n1cccc1C=O,0,-0.2,1,0.6,11,-15,-14,-12,2,-2

Next part.
smiles,Y pestis TopoI,Vc quorum ag,PrPC TRFRET,TcdB GH inh,Rv3671c inh,VHR inh abs,CCHF vOTU inh,MazEF act,3CLpro inhibitor,PriA SSB inh
Cc1c(P(=S)(c2ccccc2)c2ccccc2)[n+]2ccccc2n1CCc1ccccc1,11,-0.4,-3,-0.6,.,.,12,.,.,.
CC(=O)c1cccc(NC(=O)N2CCN(S(C)(=O)=O)CC2)c1,4,0.4,.,0.2,7,2,.,-4,4,-15
C/C(=N\NC(=O)c1cc(-c2cccnc2)nc2ccccc12)c1ccc(O)cc1O,3,i,10,.,5,14,-1,-3,1,.
COc1ccccc1C(=O)C1CCCN(Cc2cccc3nccnc23)C1 (stereo not given),-4,-0.2,-10,0.4,0,21,-5,6,4,-7
O=C(CSc1cccc(C(F)(F)F)c1)NC(=O)c1ccccc1,13,-0.1,5,-5.3,-2,51*,12,-4,-1,-14
CCOc1cc2[nH]c(=O)n(CCCCCC(=O)NCc3ccco3)c(=O)c2cc1OCC,11,-0.3,8,.,-2,6,5,8,3,4
CCCCCc1c(O)nc(SCCN2CCOCC2)[nH]c1=O,6,i,-1,-0.1,4,8,4,2,5,-13
COc1cccc(CN(C)C(=O)CN2C(=O)NC3(CCCc4ccccc43)C2=O)c1 (stereo not given),3,-1.9,0,0.8,-1,.,4,7,.,-16
O=C(C1CCCN(S(=O)(=O)c2cccs2)C1)N1CCN(C2CCCCC2)CC1 (stereo not given),11,1.0,-3,.,1,-11,7,0,2,-4
Cc1cc(C(=O)O)ccc1N/C=C1\CCCC(C)C1=O (stereo not given),-1,6.6,5,.,2,-16,8,-1,2,.

Going on with the list.
smiles,Y pestis TopoI,Vc quorum ag,PrPC TRFRET,TcdB GH inh,Rv3671c inh,VHR inh abs,CCHF vOTU inh,MazEF act,3CLpro inhibitor,PriA SSB inh
COC(=O)[C@]1(C)CCC[C@@]2(C)C3CC[C@@]4(C)C[C@]3(CCC21)CC(=O)N4 (stereo not given in full),31,-1.6,-4,0.5,1,.,-2,-1,.,6
COc1ccc(NS(=O)(=O)c2cccc(C(=O)NNC(=O)CNC(=O)c3ccco3)c2)cc1,9,-0.7,6,-0.9,-2,-9,29,-2,-4,-11
C#CCOCCOCCOCCNc1nc(N2CCN(C(=O)CCCCCCCCCCNC(=O)Cn3cc(C[C@@H](C)O)nn3)CC2)nc(N2CCN(C(=O)CCCCCCCCCCNC(=O)[C@H](CCCCN)n3cc(C[C@@H](C)CC)nn3)CC2)n1,-31,i,.,.,-21,.,.,-51,.,-8
O=C(/C=C/c1cccc([N+](=O)[O-])c1)NCc1cccnc1,5,-6.2,-33,.,1,14,16,9,5,4&-13
COc1ccc(/C=N/NC(=O)c2sc(C)nc2C)cc1,-7,i,1,1.2,-20,-10,3,-6,2,.
Cc1ccc(/C=N/NC(=O)c2ccc3ccccc3c2)s1,16,i,5,1.3,8,36,-1,2,-3,.
CCCCCCN(C(=O)CCCCCN1C(=O)NC(c2ccc(C3CCCCC3)cc2)C(C(=O)OCc2ccccc2)=C1C)C(C(=O)NCCCC)c1ccc(OCC(=O)OC)c(C(=O)OC)c1 (stereo not given),.,.,-3,0.0,.,15,3,.,.,.
O=C(COc1ccccc1)Nc1c(Cl)ccc2nsnc12,3,i,-5,0.3,7,12,11,-1,4,-2
C=C(C)CN(CC)C(=O)CC1C(=O)NCCN1C (stereo not given),5,i,2,0.4,-4,0,-17,6,1,-35
Cc1ccccc1-c1nc2cc(NC(=O)C3CC3)ccc2o1,-1,-0.2,-4,0.3,-9,40,-15,-17,2,-15

Next part
smiles,Y pestis TopoI,Vc quorum ag,PrPC TRFRET,TcdB GH inh,Rv3671c inh,VHR inh abs,CCHF vOTU inh,MazEF act,3CLpro inhibitor,PriA SSB inh
Clc1ccc(C2=Nc3cc(Cl)ccc3OC2)cc1,-7,-0.3,-1,-0.2,-5,15,16,4,-5,-8
Cc1ccc(S(=O)(=O)NCCSc2nncn2C)cc1,5,-0.3,3,0.4,-9,38,-1,14,-3,-17&10
Cc1cc(N2CCN(c3ccccc3)CC2)n2nnnc2n1,-8,7.4,4,.,-3,12,13,1,4,1
COc1ccc(OC)c(Nc2nc(N)c([N+](=O)[O-])c(NCc3ccccc3)n2)c1,0,-0.7,-5,1.0,5,16,-10,5,1,0
NC(=S)N/N=C1\CC(n2nnnc2-c2ccccc2Cl)C2COC1O2 (stereo not given),1,-0.8,2,1.9,1,6,3,10,-3,.
CCN1C(=O)N(C)C(N(O)C(=O)NC)C1(C)C (stereo not given),-2,-0.3,17,.,2,19,-6,-8,2,-4
CCOC(=O)CN1NC2(CCCCCCC2)NC1=S,-11,-0.4,-4,0.9,-14,29,8,-1,4,0
CC(=O)c1c(C)n(-c2ccccc2Br)c2ccc(O)cc12,-8,i,0,0.1,.,6,3,3,7,-5
O=C(Nc1c(C(=O)N2CCCCC2)cnn1-c1ccccc1)c1ccccc1F,-6,i,2,1.1,.,19,6,7,-3,0
COc1cc(-c2nnc(Sc3ccc(C(F)(F)F)cc3[N+](=O)[O-])o2)cc(OC)c1OC,-1,i,-7,.,6,38,-5,8,3,17

A second format for two compounds above.
> COc1ccc(OC)c(Nc2nc(N)c([N+](=O)[O-])c(NCc3ccccc3)n2)c1
  Y pestis TopoI = 0
  Vc quorum ag = -0.7
  PrPC TRFRET = -5
  TcdB GH inh = 1.0
  Rv3671c inh = 5
  VHR inh abs = 16
  CCHF vOTU inh = -10
  MazEF act = 5
  3CLpro inhibitor = 1
  PriA SSB inh = 0
> NC(=S)N/N=C1\CC(n2nnnc2-c2ccccc2Cl)C2COC1O2 (stereo not given)
  Y pestis TopoI = 1
  Vc quorum ag = -0.8
  PrPC TRFRET = 2
  TcdB GH inh = 1.9
  Rv3671c inh = 1
  VHR inh abs = 6
  CCHF vOTU inh = 3
  MazEF act = 10
  3CLpro inhibitor = -3
  PriA SSB inh = .

Additional records follow.
Compound | Y pestis TopoI | Vc quorum ag | PrPC TRFRET | TcdB GH inh | Rv3671c inh | VHR inh abs | CCHF vOTU inh | MazEF act | 3CLpro inhibitor | PriA SSB inh
O=C(NCC(=O)N(c1cccnc1)C(C(=O)NC1CCCC1)c1ccco1)c1cccs1 (stereo not given) | -5 | i | -5 | . | 7 | 8 | -1 | 7 | -5 | -27
CCN1C(=O)[C@H]2[C@@H](c3ccc(OC)cc3)N[C@]3(CCCN(Cc4cccn4C)C3=O)[C@H]2C1=O | 18 | -0.4 | 3 | -0.1 | . | . | 30* | 6 | . | .
COc1cc2c(cc1OC)C(c1c(-c3c(Cl)cccc3Cl)noc1C)=NCC2 | 5 | -3.1 | 4 | -1.4 | . | . | 10 | -4 | . | .
CCc1ccc(NC(=O)C2CCN(S(C)(=O)=O)CC2)cc1 | -4 | i | 0 | . | -9 | -8 | 7 | -2 | -3 | -19
CN(C)S(=O)(=O)Oc1ccsc1C(=O)Nc1ccc(Br)cc1 | 3 | i | 2 | 0.7 | -7 | 6 | 3 | -3 | -5 | -61
CC(C)NC(=O)CSc1nccc(-c2cccs2)n1 | 0 | -0.6 | -2 | 1.6 | -3 | 27 | -6 | -1 | 1 | -7
O=C(O)CCc1ccc(-c2cccs2)n1CC(=O)Nc1ccccc1C(F)(F)F | 7 | i | -5 | -1.8 | 5 | 12 | 6 | -1 | 2 | -5
Cc1ccc(C(=O)O)cc1NC(=O)CCc1c(C)noc1C | -1 | i | 3 | 1.0 | . | . | 2 | 3 | . | .
CN(C)c1ccc(CNC(=O)C2CCN(S(=O)(=O)c3ccc4c(c3)oc(=O)n4C)CC2)cc1 | 0 | i | 1 | 1.3 | 4 | -26 | 4 | -1 | 4 | 2
O=[N+]([O-])c1ccc(N2CCN(S(=O)(=O)c3ccc(Cl)cc3)CC2)cc1NCC1CCCO1 (stereo not given) | 4 | i | 5 | 1.3 | -3 | -1 | 11 | 4 | 2 | -16
CC(NC(=O)C(=O)N1CCCCC1)C(c1cccs1)N1CCN(Cc2ccccc2)CC1 (stereo not given) | 9 | i | -4 | -0.1 | 2 | 25 | -12 | 4 | 4 | -5
CCCCC1=CC2=C(c3ccco3)C(=O)C(C)(OC(=O)c3ccc(OC)cc3)C(=O)C2=CN1c1ccc(OC)cc1 (stereo not given) | -6 | i | 24 | . | 6 | 19 | -9 | -1 | . | 0
COc1ccccc1/C=N/NC(=S)Nc1cccnc1 | -2 | -0.7 | 13 | 0.2 | -4 | -1 | 23 | 7 | 9 | .
COc1ccc(NC(=O)CC(C)CC(=O)NCc2ccc(F)cc2)c(OC)c1 (stereo not given) | -1 | i | -1 | -0.4 | 8 | 1 | 1 | 11 | 2 | -8
c1ccc(CSc2nncn2-c2ccccn2)cc1 | 4 | 1.3 | 2 | 2.3 | 2 | 2 | -1 | 0 | 5 | -1
COc1ccc2[nH]c(=O)c(CN(C(C)=O)C3CCCCC3)cc2c1 | -6 | i | 2 | -0.4 | -16 | 39 | -21 | -10 | 3 | -2
Cc1cccc(NC(=O)Cn2c(=O)oc3ccccc32)n1 | -4 | -0.5 | 2 | -1.7 | -6 | 30 | -11 | 7 | 6 | -9
Cc1cccc(N2CN(Cc3cccnc3)CNC2=S)c1 | -10 | i | -4 | -0.4 | 4 | 7 | 4 | 2 | 1 | 6
CC(=O)N1CCc2cc(C(=O)CN3CCN(C(=O)c4ccco4)CC3)ccc21 | . | . | . | . | 3 | 17 | . | 4 | -2 | -3
COCCCNc1oc(-c2ccccc2F)nc1C#N | 10 | -0.3 | 1 | 1.4 | 3 | 29 | -68 | 5 | -5 | 4
CN(C)c1ccccc1-c1csc(N2CCC(C(N)=O)CC2)n1 | 10 | -0.8 | -8 | 0.3 | 3 | . | 10 | -1 | . | -8
CC(=O)NC(c1ccc(C)cc1)c1cc(Cl)c2cccnc2c1O (stereo not given) | -2 | i | 9 | 2.4 | . | 23 | -5 | -5 | 1 | -5
COc1ccc(CCNC(=O)c2noc3c2CCCC3)cc1OC | 4 | 2.6 | -1 | . | 1 | -4 | 0 | -12 | 0 | 2

Bioassay records: PubChem BioAssay, several laboratories
